SNCA viab count = reduces viability of HEK-293 SNCA reporter cells; HEK-293-SNCA-luc viability, GF-AFC fluorescence, 24 h; Potency, µM (top dose mostly 57.1 µM), for the others: at the highest dose activity change, negative = cytotoxicity, actives largely listed as cytotoxic; 150,000 compounds, 0.12% hits;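 also: 0% = DMSO-treated cells and -100% = medium-only wells without cells; nearly all actives have a fitted effect of over 30% in size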
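HEK-293-SNCA-luc cells (1500/well) plated 24 h, then exposed 24 h to a dilution series; GF-AFC added 30 min at 37C, fluorescence 405/540 nm; normalised to medium-only and DMSO wells, Hill fit.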
SNCA expr inhib = reduces expression of the alpha-synuclein gene. HEK-293 SNCA-luciferase knock-in, luminescence, 24 h. Potency, µM (series often up to 57.2 µM), for inactives: at the top dose activity change, negative = inhibition, most hits filed as inhibitors. 140,000 compounds, 0.17% hits;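 also: plate controls were DMSO cells for no effect and cell-free wells for full effect; nearly all actives have a fitted effect of over 45% in size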
* hit, by the source's call; u = inconclusive; [ ] = remark or other dose. Calls follow the shape of the dose curve; as a rule, active = well fitted curve in the direction sought with a large enough effect; inconclusive = small, poorly fitted or top-dose-only effect, or another doubt; inactive = no such curve, though single readings can be large; an effect the other way counts as inactive or inconclusive. Potency is read from the fitted curve at half-maximal effect. Only part of the results is shown. The share of hits here may be higher or lower than overall.

The first 5 compounds, to show the layout:
SMILES | SNCA viab count | SNCA expr inhib
COCCn1c(=O)c(-c2cn(C)c3ccccc23)nc2cncnc21 | 12% | 17%
CN(C)c1ccnc(-c2ccccc2C(F)(F)F)n1 | -3% | 13%
COc1cccc(-c2ccc3ncnc(NCc4ccccc4)c3c2)c1 | -16% | u
COc1ccc(NC(=O)N2CCC3(CC2)CCN(C(=O)c2csnn2)CC3)cc1 | -7% | 1%
COc1ccccc1-c1nc(NCc2cccnc2)c2ccccc2n1 | -8% | 9%

Results (from the top)
SMILES | SNCA viab count | SNCA expr inhib
COCCn1c(=O)c(-c2cn(C)c3ccccc23)nc2cncnc21 | 12% | 17%
CN(C)c1ccnc(-c2ccccc2C(F)(F)F)n1 | -3% | 13%
COc1cccc(-c2ccc3ncnc(NCc4ccccc4)c3c2)c1 | -16% | u
COc1ccc(NC(=O)N2CCC3(CC2)CCN(C(=O)c2csnn2)CC3)cc1 | -7% | 1%
COc1ccccc1-c1nc(NCc2cccnc2)c2ccccc2n1 | -8% | 9%
COCCn1c(=O)c(-c2cn(C)c3ccccc23)nc2cnc(Oc3cccc(Cl)c3)nc21 | u | -15%
CN1CCN(c2ncnc3ccc(-c4ccc(C(=O)N(C)C)cc4)cc23)CC1 | -12% | 50%[activator]
COCC(=O)N1CCC2(CC1)CN(c1ccncc1)C2 | 0% | -11%
COCCNc1cc(-c2ccccc2C(F)(F)F)ncn1 | 1% | 17%
CN(C)c1ncc2nc(-c3cc(F)cc(F)c3)c(=O)n(Cc3ccc(F)cc3)c2n1 | 23% | 17%
O=C(Nc1cccc(F)c1)N1CC2(CCN(C(=O)c3cc(C(F)(F)F)cc(C(F)(F)F)c3)CC2)C1 | u | -7%
CN(C)c1ncc2nc(-c3cc(F)cc(F)c3)c(=O)n(Cc3cccs3)c2n1 | u | -1%
N#CCCn1c(=O)c(-c2ccccc2)nc2cnc(Oc3ccccc3)nc21 | -8% | 0%
CN1CC[C@@]2(CCCN(C(=O)c3cccn3C)C2)C1 | -7% | -14%
O=C(c1ccco1)N1CCC2(CCN(Cc3nccs3)CC2)CC1 | -2% | u

One compound at a time, as listed above:
CN(C)c1ncc2nc(-c3cc(F)cc(F)c3)c(=O)n(Cc3ccc(F)cc3)c2n1 reads SNCA viab count = 23%; SNCA expr inhib = 17%
N#CCCn1c(=O)c(-c2ccccc2)nc2cnc(Oc3ccccc3)nc21 reads SNCA viab count = -8%; SNCA expr inhib = 0%
CN1CCN(c2ncnc3ccc(-c4ccc(C(=O)N(C)C)cc4)cc23)CC1 reads SNCA viab count = -12%; SNCA expr inhib = 50%[activator]

The listing picks up with the 2 entries that preceded the break.
SMILES | SNCA viab count | SNCA expr inhib
CN1CC[C@@]2(CCCN(C(=O)c3cccn3C)C2)C1 | -7% | -14%
O=C(c1ccco1)N1CCC2(CCN(Cc3nccs3)CC2)CC1 | -2% | u
CN1CCN(c2ncc3nc(-c4ccccc4)c(=O)n(CCC#N)c3n2)CC1 | u | -5%
N#Cc1ccc(CN2CC[C@@]3(CCCN(C(=O)c4ccco4)C3)C2)cc1 | -19% | -14%
CN1CCN(c2ncncc2-c2cccnc2)CC1 | 14% | 3%
COc1ccccc1-c1nc(N(C)Cc2ccco2)c2ccccc2n1 | u | u
Cn1cc(-c2nc3cnc(Oc4ccccc4)nc3n(CCC#N)c2=O)c2ccccc21 | u | -25%
COc1cccc(Nc2ncc3nc(-c4cccs4)c(=O)n(CCC#N)c3n2)c1 | 2% | u
O=C(Nc1cccc(F)c1)N1CC[C@@]2(CCCN(C(=O)c3ccncc3)C2)C1 | -2% | 11%
COc1ccc2[nH]cc(CCNc3cc(-c4ccccc4C(F)(F)F)ncn3)c2c1 | 1% | 4%
N#CCCn1c(=O)c(-c2cccs2)nc2cnc(Oc3cccc(Cl)c3)nc21 | u | -12%
FC(F)(F)c1ccccc1-c1nc(N2CCNCC2)c2ccccc2n1 | 3% | -3%
Fc1ccc(Nc2ccnc(-c3ccc4c(c3)OCO4)n2)cc1 | -16% | 129%[activator]
O=c1c(-c2ccccc2)nc2cnc(Oc3ccccc3)nc2n1C1CC1 | 5% | 29%
O=C(c1ccncc1)N1CCC2(CC1)CN(C(c1ccccc1)c1ccccc1)C2 | -1% | -16%
COCCn1c(=O)c(C)nc2cnc(N(C)C)nc21 | -3% | 8%
Cc1nc2cnc(N3CCOCC3)nc2n(C)c1=O | 6% | 33%[activator]
COCCNc1ncnc2ccc(-c3ccccc3CN(C)C)cc12 | 6% | -12%
COc1ccc(-c2nc3cnc(N4CCOCC4)nc3n(C)c2=O)cc1 | 17% | 88%[activator]
COc1cccc(-c2cncnc2NCCc2cnc[nH]2)c1 | 6% | 3%
COCCn1c(=O)c(-c2ccc(F)cc2)nc2cnc(OCc3ccccc3)nc21 | 6% | -3%
COc1ncc2nc(C)c(=O)n(Cc3ccc(F)cc3)c2n1 | -17% | 7%
CC(=O)N1CCC2(CCN(Cc3ccccc3)CC2)CC1 | -16% | -13%
Cc1cccc(CNc2ccnc(-c3ccoc3)n2)c1 | -3% | -10%
CS(=O)(=O)N1CCC2(CC1)CN(C(=O)Nc1ccccc1)C2 | 0% | -3%
Cc1noc(C)c1-c1ccc2ncnc(NCc3cccs3)c2c1 | -22% | 156%[activator]
CN(C)c1ncnc2ccc(-c3ccccc3C#N)cc12 | -2% | 1%
c1ncc(-c2ccc3c(c2)OCO3)c(NCCc2cnc[nH]2)n1 | 8% | u
Cn1cccc1C(=O)N1CCC2(CC1)CCN(c1ncccn1)CC2 | -2% | -7%
Cn1c(=O)c(CCc2ccccc2)nc2cnc(Oc3ccccc3)nc21 | u | 43%[activator]
COc1ccc(CNc2nc(-c3ccccc3OC)nc3ccccc23)c(OC)c1 | u | -8%
O=c1c(-c2ccc(F)cc2)nc2cnc(N3CCOCC3)nc2n1C1CC1 | 14% | 9%
CN1CCN(c2ncc3nc(-c4cc(F)cc(F)c4)c(=O)n(CCc4ccccc4)c3n2)CC1 | u | 18%
CS(=O)(=O)Nc1cccc(-c2nc(N3CCNCC3)c3ccccc3n2)c1 | -3% | 9%
Cc1cnc(CNc2ncnc3ccc(-c4c(C)noc4C)cc23)cn1 | 5% | 56%[activator]
COc1ccc(C(=O)N2CCC[C@@]3(CCN(c4ccccc4)C3)C2)cc1 | u | u
O=C(Nc1cccc(F)c1)N1CC2(CCN(S(=O)(=O)c3ccccc3)CC2)C1 | -6% | -36%
CCNc1ncc2nc(-c3cn(C)c4ccccc34)c(=O)n(C)c2n1 | u | 12%
COc1ccccc1CN1CCCC2(CCN(S(C)(=O)=O)CC2)C1 | -6% | -5%
COc1ccccc1-c1cncnc1NCc1cccc(C)c1 | 1% | -1%
COc1cccc(Cn2c(=O)c(C)nc3cnc(Nc4ccccc4)nc32)c1 | -10% | 12%
Cc1noc(C)c1-c1nc(Nc2ccccc2)c2ccccc2n1 | -12% | -25%
Cc1noc(C)c1-c1ccc2ncnc(NC3CCNCC3)c2c1 | u | 118%[activator]
Cc1cccc(CNc2ccnc(-c3ccccc3C(F)(F)F)n2)c1 | -17% | -25%
CC(C)NC(=O)N1CC[C@@]2(CCCN(C(=O)Oc3ccccc3)C2)C1 | -7% | -6%
Cc1cccc(CNc2ccnc(-c3ccc(N(C)C)cc3)n2)c1 | -11% | 29%
COC(=O)N1CCC2(CC1)CN(c1ccccn1)C2 | -5% | -2%
COc1ccc(CNc2ncncc2-c2ccc(N(C)C)cc2)c(OC)c1 | 5% | 27%
COc1ccc(-c2nc3cnc(N4CCOCC4)nc3n(C[C@H]3CCCO3)c2=O)cc1 | u | -7%
O=c1c(CCc2ccccc2)nc2cnc(Nc3ccccc3)nc2n1Cc1cccs1 | 15% | 21%
COCCn1c(=O)c(-c2cccc(C#N)c2)nc2cnc(OC)nc21 | -9% | 3%
Cn1c(=O)c(-c2ccc(Cl)cc2)nc2cncnc21 | -3% | 13%
O=c1c(-c2cccs2)nc2cnc(Oc3ccccc3)nc2n1Cc1cccs1 | u | -13%
O=C(Nc1ccccc1)N1CC2(CCN(C(=O)c3ccncc3)CC2)C1 | -6% | 4%
COCCNc1ncnc2ccc(-c3ccc(N(C)C)cc3)cc12 | -17% | -4%
CN(C)c1ncc2nc(-c3cc(F)cc(F)c3)c(=O)n(CCC#N)c2n1 | 2% | 8%
CN(C)C(=O)c1ccc(-c2nc(Nc3ccncc3)c3ccccc3n2)cc1 | -12% | 69%[activator]
COc1cccc(Cn2c(=O)cnc3cnc(Oc4cccc(Cl)c4)nc32)c1 | -12% | -21%
CNc1nc(-c2ccc3c(c2)OCO3)nc2ccccc12 | u | 158%[activator]
O=c1c(-c2cc(F)cc(F)c2)nc2cnc(Oc3ccccc3)nc2n1C[C@H]1CCCO1 | -2% | -23%
COCCn1c(=O)cnc2cnc(OCc3ccccc3)nc21 | 0% | -3%
COc1ccc(-n2c(=O)c(CCc3ccccc3)nc3cnc(N4CCOCC4)nc32)cc1 | -8% | 30%
Later entries:
SMILES | SNCA viab count | SNCA expr inhib
O=S(=O)(c1ccccc1)N1CCC2(CCN(c3ccccc3)CC2)CC1 | -7% | -3%
Cc1nc2cnc(N(C)C)nc2n(Cc2ccc(F)cc2)c1=O | -11% | -5%
Cc1nc2cnc(N3CCOCC3)nc2n(C[C@H]2CCCO2)c1=O | -16% | 15%
O=C(c1ccncc1)N1CCC2(CCN(Cc3ccncc3)CC2)CC1 | -11% | 0%
CN(C)C(=O)c1ccc(-c2ccc3ncnc(N4CCOCC4)c3c2)cc1 | -17% | 1%
COc1ccc(-c2nc3cnc(Nc4ccccc4)nc3n(CCC#N)c2=O)cc1 | 13% | u
CN(C)Cc1ccccc1-c1cc(N(C)Cc2ccco2)ncn1 | -6% | 20%
CC(C)NC(=O)N1CCCC2(CCN(S(=O)(=O)c3ccccc3)CC2)C1 | 4% | -10%
CN(C)Cc1ccccc1-c1nc(NC2CC2)c2ccccc2n1 | u | 15%
COc1ccccc1CNc1cc(-c2ccccc2C(F)(F)F)ncn1 | -9% | 8%
COc1ccc(CNc2nc(-c3cccc(C#N)c3)nc3ccccc23)c(OC)c1 | -5% | 9%
CS(=O)(=O)Nc1cccc(-c2nc(-n3ccnc3)c3ccccc3n2)c1 | -13% | -4%
CS(=O)(=O)Nc1cccc(-c2nc(Nc3ccccc3)c3ccccc3n2)c1 | -29% | u
CNc1ncncc1-c1c(C)noc1C | -8% | 42%[activator]
Cn1c(=O)c(-c2cccs2)nc2cnc(Oc3ccccc3)nc21 | u | 100%[activator]
CC(=O)NCCNc1nc(-c2ccccc2C(F)(F)F)nc2ccccc12 | -22% | 16%
COc1ccccc1-c1cncnc1NCc1cccs1 | 1% | -15%
CC(=O)N1CCC[C@@]2(CCN(Cc3ccc(C#N)cc3)C2)C1 | -17% | -17%
COc1ncc2nc(-c3ccc(Cl)cc3)c(=O)n(CCC#N)c2n1 | 14% | 44%[activator]
COc1ccccc1CNc1ncncc1-c1cccnc1 | 2% | -1%
Cc1nc2cnc(OCc3ccccc3)nc2n(C)c1=O | 1% | 40%[activator]
CN1CCCC2(CCN(S(=O)(=O)c3ccccc3)CC2)C1 | 1% | -21%
COCCn1c(=O)c(C)nc2cnc(Oc3ccc(OC)cc3)nc21 | 0% | 4%
CN(Cc1ccco1)c1ncncc1-c1ccccc1C(F)(F)F | -13% | -9%
CN(C)Cc1ccccc1-c1ccc2ncnc(N3CCOCC3)c2c1 | -6% | -11%
O=C(Nc1ccccc1)N1CCCC2(CCN(C(=O)c3csnn3)CC2)C1 | 4% | 9%
O=C(c1cnccn1)N1CCC2(CCN(Cc3cc(C(F)(F)F)cc(C(F)(F)F)c3)CC2)CC1 | 0% | 20%
COCCn1c(=O)c(-c2ccc(Cl)cc2)nc2cnc(Oc3cccc(Cl)c3)nc21 | 6% | 8%
Cc1nc2cnc(Nc3ccccc3)nc2n(C)c1=O | 3% | 126%[activator]
O=S(=O)(c1ccccc1)N1CCC2(CC1)CN(Cc1ccccc1)C2 | -14% | 5%
COc1ccc(CNc2cc(-c3ccoc3)ncn2)c(OC)c1 | 7% | 9%
COCC(=O)N1CCC[C@@]2(CCN(C(=O)Nc3ccccc3)C2)C1 | -6% | 12%
COc1ccccc1CNc1ncncc1-c1ccc(N(C)C)cc1 | 2% | 8%
COCCn1c(=O)c(CCc2ccccc2)nc2cnc(Oc3ccccc3)nc21 | -10% | -2%
CN(C)Cc1ccccc1-c1cncnc1NCc1cccnc1 | 1% | -13%
c1cncc(CNc2ccnc(-c3ccc4c(c3)OCO4)n2)c1 | 5% | u
N#Cc1cccc(-c2nc3cnc(N4CCOCC4)nc3n(Cc3ccc(F)cc3)c2=O)c1 | 1% | u
CC(=O)N1CCC2(CC1)CN(C(c1ccccc1)c1ccccc1)C2 | u | 19%
O=C(c1ccncc1)N1CCC[C@@]2(CCN(c3ccccc3)C2)C1 | -10% | 2%
COc1ccccc1CNc1cc(-c2cccc(NS(C)(=O)=O)c2)ncn1 | 6% | -8%
Cc1nc2cncnc2n(C2CC2)c1=O | -10% | 12%
CC(=O)N1CCC2(CC1)CN(Cc1ccccc1)C2 | 6% | -8%
COc1cccc(Nc2ncc3nc(C)c(=O)n(C[C@H]4CCCO4)c3n2)c1 | -13% | 13%
c1cncc(CNc2ncnc3ccc(-c4ccoc4)cc23)c1 | 5% | -6%
CN1CCN(c2ncnc3ccc(-c4cccc(NS(C)(=O)=O)c4)cc23)CC1 | -22% | 38%[activator]

Source: PubChem BioAssay (National Center for Advancing Translational Sciences (NCATS))
